Nrf2 inh = inhibitors of Nrf2 signaling; 360,000 tested, 2.1% active; A549 ARE-Fluc reporter, luciferase luminescence, 18-24 h; AID 504444; Potency, µM (series often up to 46 µM), for the others: top-dose activity change, negative = inhibition, hits mostly inhibitors; note: % is set by controls: 0 for no effect and ±100 for the full control effect; nearly all actives have a fitted effect of over 60% in size
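Nrf2 function is reported as luminescence of an ARE-controlled luciferase in A549 cells. Compounds were tested at several concentrations, and a CellTiter-Fluor read on the same wells flagged cytotoxicity.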
HepG2 viability = counter-screen for TGF-b inhibitors: cytotoxicity in HepG2 cells; HepG2 CAGA-GFP viability, ATP luminescence, 18 h; Potency, µM (titrated, usually from 46.1 µM), for inactives: at the top dose activity change, negative = cytotoxicity, most hits filed as cytotoxic; 410,000 tested, 0.76% active; note: some results filed as inactive show a strong effect at the top dose
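HepG2 CAGA-GFP cells (1000/well, DMEM with 1% FBS) received compound, then TGF-beta at 500 pg/mL final, and were incubated 18 hours at 37 degrees C. Viability was read by CellTiter-Glo luminescence. Media-only wells were set as complete cell-killing and DMSO as no toxicity.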
MCF10A rereplic = induces DNA re-replication in MCF 10a normal breast cells; MCF 10A DNA re-replication, Hoechst nuclear intensity, 48 h; Potency, µM (top dose mostly 46.1 µM), for inactives: at the highest dose activity, positive = re-replication, hits mostly activators; 350,000 tested, 2.9% active; note: % of control where 0% means no effect; nearly all actives have a fitted effect of over 50% in size
ATXN2 expr inh = ATXN2 expression inhibition; HEK-293 ATXN2-luciferase reporter, luminescence, 24 h; Potency, µM (top dose mostly 57 µM), inactives show at the top dose activity change, negative = inhibition, most hits filed as inhibitors; 360,000 tested, 0.72% active; note: % is set by controls: 0 for no effect and ±100 for the full control effect; nearly all actives have a fitted effect of over 55% in size
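qHTS (up to 57 uM final) was run with 24 h compound exposure of reporter cells at 37 °C. Each well was multiplexed: SteadyGlo luminescence measured ATXN2-luciferase expression after a fluorogenic Gly-Phe-AFC viability readout (25 uM final).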
Nrf2 activator = Nrf2 pathway activation | Potency, µM (highest dose often 46.1 µM), for the others: at the highest dose activation, most hits filed as activators | 410,000 tested, 0.31% active | AID 624171 | AREc32 ARE-luciferase reporter (MCF7-derived line), luminescence, 24 h; note: % of control where 0% means no effect; nearly all actives have a fitted effect of over 65% in size
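ARE-driven firefly luciferase activity in AREc32 cells measured after a 24 hr compound exposure at 37 deg C, using Steady-Glo reagent and a 30 min room-temperature hold.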
TGFb inhibitor = blocks TGF-b signaling; HepG2 CAGA-GFP TGF-b/SMAD3 reporter, GFP fluorescence, 18 h; TGF-beta stimulated, 500 pg/mL final; Potency, µM (titrated, usually from 46.1 µM), without a hit: at the highest dose activity, negative = inhibition, most hits filed as inhibitors; 410,000 tested, 1.2% active; note: % is set by controls: 0 for no effect and ±100 for the full control effect; nearly all actives have a fitted effect of over 65% in size
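Using HEPG2 CAGA-GFP reporter cells at 1000 cells/well, we pinned test compounds, stimulated with recombinant TGF-beta (500 pg/mL final) and measured total well GFP after 18 h.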
EPAC2 antagonist = blocks human EPAC2 exchange factor; Q8WZA2; EPAC2 GEF exchange of Rap1B-BODIPY-GDP, fluorescence; Potency, µM (highest dose often 114 µM), for the others: top-dose activity, negative = inhibition, hits mostly inhibitors; 360,000 tested, 0.18% active; note: % is set by controls: 0 for no effect and ±100 for the full control effect; nearly all actives have a fitted effect of over 45% in size; many of its hits are not listed in these tables
Target sequence (Q8WZA2 whole entry, looked up): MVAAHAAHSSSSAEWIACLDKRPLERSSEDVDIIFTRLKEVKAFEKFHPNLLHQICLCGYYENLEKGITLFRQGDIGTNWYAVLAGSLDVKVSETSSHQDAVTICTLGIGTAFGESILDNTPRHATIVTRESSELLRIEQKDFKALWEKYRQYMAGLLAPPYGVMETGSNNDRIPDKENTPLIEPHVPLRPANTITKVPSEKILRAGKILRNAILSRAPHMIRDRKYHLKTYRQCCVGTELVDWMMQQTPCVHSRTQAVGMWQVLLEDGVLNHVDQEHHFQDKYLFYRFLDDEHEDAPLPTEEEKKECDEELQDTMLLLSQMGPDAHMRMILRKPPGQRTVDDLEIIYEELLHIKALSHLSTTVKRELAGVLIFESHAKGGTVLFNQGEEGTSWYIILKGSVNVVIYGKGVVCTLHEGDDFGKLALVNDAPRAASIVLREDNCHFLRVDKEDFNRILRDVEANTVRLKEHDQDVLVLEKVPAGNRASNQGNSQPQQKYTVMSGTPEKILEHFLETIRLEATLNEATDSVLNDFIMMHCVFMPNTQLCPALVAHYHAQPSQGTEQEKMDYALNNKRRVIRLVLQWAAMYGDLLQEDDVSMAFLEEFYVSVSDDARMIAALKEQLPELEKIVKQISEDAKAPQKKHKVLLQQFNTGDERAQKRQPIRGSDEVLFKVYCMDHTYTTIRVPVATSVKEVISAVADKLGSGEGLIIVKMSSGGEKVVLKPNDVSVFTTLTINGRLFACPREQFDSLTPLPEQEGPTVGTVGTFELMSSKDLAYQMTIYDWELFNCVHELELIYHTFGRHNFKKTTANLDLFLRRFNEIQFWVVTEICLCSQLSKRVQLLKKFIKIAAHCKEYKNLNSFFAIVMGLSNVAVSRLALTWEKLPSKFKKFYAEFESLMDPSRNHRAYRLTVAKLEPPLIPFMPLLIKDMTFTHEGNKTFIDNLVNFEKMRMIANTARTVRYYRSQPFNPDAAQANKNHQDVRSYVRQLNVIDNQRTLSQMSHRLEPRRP
ATXN viability = viability counter-screen for ATXN expression inhibitors; S2 cells (HEK-293 line with an ATXN2-luciferase reporter) viability, CellTiter-Fluor protease fluorescence, 24 h; 400,000 tested, 0.49% active; Potency, µM (doses to about 56.7 µM), hits mostly cytotoxic; note: nearly all actives have a fitted effect of over 40% in size
A549 viability = A549 cytotoxicity, counter-screen for Nrf2 inhibitors; Potency, µM (highest dose often 46 µM), without a hit: at the top dose activity change, negative = cytotoxicity, actives largely listed as inhibitors; A549 ARE-Fluc cells, CellTiter-Fluor viability, 18-24 h; 390,000 tested, 0.16% active; note: % is set by controls: 0 for no effect and ±100 for the full control effect
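A549 ARE-Fluc cells in 5% FBS OPTI-MEM, 5000 cells/well, rested 2 h then exposed to compounds in concentration-response for 18-24 h at 37 °C. Viability by CellTiter-Fluor fluorescence (Ex 405/Em 525) after 30 min; luciferase luminescence (BugLite, 15 min, RT) read afterwards.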
* hit, by the source's call; i = inactive; ? = inconclusive; / = no result given; [ ] = remark or other dose. Calls come from the whole dose curve; as a rule, active = well fitted curve in the direction sought with a large enough effect; inconclusive = small, poorly fitted or top-dose-only effect, or another doubt; inactive = no such curve, though single readings can be large; an effect the other way counts as inactive or inconclusive. Potency is the fitted concentration of half-maximal effect. These rows are one share of the data (hit frequency here may not be typical).

mol	Nrf2 inh	HepG2 viability	MCF10A rereplic	ATXN2 expr inh	Nrf2 activator	TGFb inhibitor	EPAC2 antagonist	ATXN viability	A549 viability
Cc1c(C)c2ccc(OCC(=O)NCCN3CCOCC3)c(C)c2oc1=O	-22%	1%	6%	4%	-0.5%	-1%	-1%	i	?
O=C(N/N=C/c1ccc(Br)o1)c1cncc(Br)c1	-10%	-12%	-8%	-6%	18%	3%	1%	i	1%
O=C(COc1ccc2ccc(=O)oc2c1)c1ccccc1	8%	9%	-1%	-6%	12%	-12%	-3%	i	0%
O=c1c(-c2ccc(Oc3ccccc3)cc2)[n+]([O-])c2ccccc2n1OCc1ccccn1	1%	0%	-4%	-17%	-0.3%	-13%	19%[57.1 µM]	i	8%
CN(CC(=O)NC1CCCCCC1)S(=O)(=O)c1ccc(F)cc1	16%	-1%	-1%	1%	0.2%	1%	12%	i	6%
O=C(O/N=C/c1ccc2c(c1)OCO2)c1ccc([N+](=O)[O-])cc1	-4%	-18%	-1%	-10%	-0.3%	0%	4%	i	-14%
Cc1cc2nc(NC(=O)C3(C)CCN(C)C3)[nH]c2cc1C (configuration not stated)	/	1%	/	4%	-0.1%	12%	-21%	i	/
COCc1[nH][nH]c(=O)c1C=Nc1ccc(Cl)cc1	-7%	-9%	-1%	-7%	1.7%	10%	-6%	i	3%
N#CC1(c2c(O)nc3n(c2=O)CCCS3)CCCCC1	-7%	-25%	13%	5%	-0.2%	-20%	-8%	i	3%
COc1ccc(NS(=O)(=O)NC(=O)c2c(C)n(C)c3ccccc23)cc1	-4%	-4%	4%	13%	3.9%	-3%	4%	i	1%
CCc1[nH]nc2c1C1(CCN(C(=O)OCc3ccccc3)CC1)C(C#N)=C(N)O2	1%	-26%	10%	-28%	18%	-13%	-15%	i	-3%
CCS(=O)(=O)N1CCC(n2c(C(F)(F)F)nc3cccnc32)CC1	6%	2%	/	2%	-0.8%	19%	/	i	7%
COc1ccc(CN2CCSCC2)cc1O	-1%	-2%	7%	-31%	-0.6%	-2%	11%	i	19%
CCOC(=O)c1c(C)[nH]c(C)c1C(=O)COC(=O)[C@@H](NC(=O)c1ccccc1OCC)C(C)C	?	-33%	?	-3%	0.1%	?	-2%	i	-16%
CCOc1ncccc1C(=O)OCC(=O)NC(=O)c1ccccc1	1%	4%	-8%	-13%	0.0%	13%	-3%	?	1%

Next results
mol	Nrf2 inh	HepG2 viability	MCF10A rereplic	ATXN2 expr inh	Nrf2 activator	TGFb inhibitor	EPAC2 antagonist	ATXN viability	A549 viability
Cc1ccc(C)c(NC(=O)c2ncn[nH]2)c1	-3%	3%	?	-3%	-0.9%	-1%	4%	i	-7%
O=C(NC(Cc1ccccc1)C(=O)O)C1CCN(S(=O)(=O)c2cccc(C(F)(F)F)c2)CC1 (configuration not stated)	15%	2%	2%	14%	-0.5%	21%	13%	i	3%
NC(=O)CC(NC(=O)Cc1ccc(Cl)cc1)c1ccc(N2CCC(Cc3ccccc3)CC2)c([N+](=O)[O-])c1 (configuration not stated)	-25%	-33%	22%	?	0.6%	?	3%	i	-15%
Cc1ccc(C)c(NC(=O)CSc2nc(=O)n(Cc3ccccn3)c3c2CCC3)c1	/	5%	/	-8%	-0.2%	5%	/	i	-1%
Cc1ccc2c(c1)-c1nc(-c3ccc4c(c3)NC(=O)CO4)cc(-c3ccccc3)c1CO2	7%	6%	/	3%	-0.9%	0%	/	i	0%
CC(C)(C)NC(=O)CSc1nnc(NC(=O)CCn2cnc3ccccc3c2=O)s1	-25%	-33%	-3%	-13%	-0.2%	?	-4%	i	2%
Cc1cc(C)n(-c2cc(C(C)(C)C)nc3c(-c4ccc(Cl)cc4)cnn23)n1	-31%	-33%	23µM*	37%[activator]	2.6%	14%	-19%	i	?
Cc1ccc(S(=O)(=O)N(C)CC(=O)OCC(=O)Nc2ccccc2)cc1	9%	-5%	0%	-7%	-0.9%	-8%	-5%	i	3%
CCOC(=O)c1[nH]c2ccc(F)cc2c1NC(=O)CCN1CCOCC1	0%	-23%	2%	-27%[11.3 µM]	0.3%	6%	2%	i	1%
Cc1ccc(C)c(N(CC(=O)NC2CCCC2)C(=O)c2cc3cc4cccc(C)c4nc3s2)c1	?	-32%	-11%	0%	-0.3%	-1%	-4%	i	1%
O=C(N/N=C\c1ccc(-c2ccc([N+](=O)[O-])cc2)o1)c1ccc2c(c1)OCO2	8%	5%	1%	-5%	-0.1%	0%	15%	?	-8%
CC[C@]1(c2ccccc2OC)ON(c2ccccc2C(F)(F)F)C1=O	3%	16µM*	?	?	-3.1%	10µM*	-28%	/	-5%
CC[C@]12CCCN3CCc4c(n(c5ccccc45)C(=O)C1)[C@@H]32	5%	-19%	?	?	-1.0%	-4%	-12%	?	-8%
Cc1ccccc1NC1=C(Cl)C(=O)N(C2CCCCC2)C1=O	4%	-54%	?	3%	?	-11%	-27%	i	14%
Cc1cccnc1C(NC(=O)C1CCN(CCOc2ccc(F)cc2)CC1)c1ccc(Cl)cc1 (configuration not stated)	/	11µM*	/	0%	0.6%	?	-13%	?	/

Next part.
mol	Nrf2 inh	HepG2 viability	MCF10A rereplic	ATXN2 expr inh	Nrf2 activator	TGFb inhibitor	EPAC2 antagonist	ATXN viability	A549 viability
COc1ccc(NC(=O)Nc2c[nH]c(=O)[nH]c2=O)c(OC)c1	?	2%	/	10%	0.0%	1%	/	i	3%
CC(C)(C)c1cc(-n2ccnc2)n2ncc(-c3ccc(Cl)cc3)c2n1	15%	0%	1%	34%[activator]	0.4%	-1%	14%	i	1%
COc1ccccc1OCC(=O)NN=C(Cc1ccccc1)Cc1ccccc1	14%	-14%	?	13%	3.5%	3%	-14%	i	13%
Cc1cccc(C(O)c2ncc(-c3ccccc3)[nH]2)c1C (configuration not stated)	/	-12%	/	9%	-0.8%[9.22 µM]	37%[activator]	12%	i	/
Cc1cccc(/C=N/n2c(-c3ccccc3)n[nH]c2=S)c1O	-4%	4%	9%	-2%	0.3%	16%	-5%	i	3%
CCOc1ccc(NC(=O)C[n+]2ccc(N(C)C)cc2)cc1	?	0%	-8%	-1%	-0.5%	4%	5%	i	-2%
Cc1cccc(NC(=O)CSCC(=O)Nc2cc(Cl)ccc2N2CCN(C)CC2)c1	-7%	-24%	0%	-28%	8.2%	?	-4%	i	-4%
CCc1ccc(Nc2n[n+](-c3ccccc3)c(-c3ccc(N(CC)CC)cc3)s2)cc1	?	-62%	?	?	8.4%	?	12%	?	?
O=c1c2ccccc2nc(-c2cccs2)n1-c1ccc2ccccc2c1	0%	1%	?	7%	3.1%	15%	-5%	i	-9%
Oc1cccc(N2Cc3ccccc3C2)c1	-15%	-2%	-8%	/	6.0%	13%	4%	i	-19%
Cc1ccc2oc(=O)c3cnn(CC(=O)N4CCN(c5cc(Cl)ccc5C)CC4)c3c2c1	8%	-7%	/	/	0.4%	?	/	/	0%
CC(=O)/C(C#N)=C1\NC(=O)C(Cc2ccc(C)c(C)c2)S1 (configuration not stated)	?	-36%	?	24%	2.6%	11%	-1%	i	-17%
Cn1nc(-c2ccccc2)nc1-c1ccccc1	?	5%	21%	46%[activator]	20%	23%	2%	i	5%
Oc1cccc(/C=C/c2ccc3cccc(O)c3n2)c1	-4%	-32%	?	122%[activator]	4.5µM*	?	-7%	i	-3%
O=C(Nc1cc(Cl)cc(Cl)c1)c1ccc(F)c(S(=O)(=O)NCc2ccccc2Cl)c1	/	-111%	/	/	-0.8%	?	/	/	-17%

Later entries.
mol	Nrf2 inh	HepG2 viability	MCF10A rereplic	ATXN2 expr inh	Nrf2 activator	TGFb inhibitor	EPAC2 antagonist	ATXN viability	A549 viability
O=C(NNS(=O)(=O)c1cc(Cl)c(Cl)cc1Cl)c1cccnc1	4%	-1%	5%	-9%	-0.3%	-4%	6%	i	0%
O=C(O)CCC(=O)Nc1ccc(-n2ccc(C(F)(F)F)n2)cc1	-14%	3%	2%	4%	-0.4%	-8%	-5%	i	-2%
Cc1c(C#N)c2ccccc2n1CC(=O)NCCc1c[nH]c2ccccc12	9%	-35%	1%	-17%	0.0%	3%	4%	i	0%
N#Cc1nc(COc2ccc(Br)cc2)oc1N1CCCCCC1	-11%	-3%	0%	-13%	0.0%	-3%	12%	i	?

Arranged by heavy-atom count (rising): some entries from above.
mol	Nrf2 inh	HepG2 viability	MCF10A rereplic	ATXN2 expr inh	Nrf2 activator	TGFb inhibitor	EPAC2 antagonist	ATXN viability	A549 viability
Cc1ccc(C)c(NC(=O)c2ncn[nH]2)c1	-3%	3%	?	-3%	-0.9%	-1%	4%	i	-7%
COCc1[nH][nH]c(=O)c1C=Nc1ccc(Cl)cc1	-7%	-9%	-1%	-7%	1.7%	10%	-6%	i	3%
Cc1cccc(/C=N/n2c(-c3ccccc3)n[nH]c2=S)c1O	-4%	4%	9%	-2%	0.3%	16%	-5%	i	3%
O=C(O)CCC(=O)Nc1ccc(-n2ccc(C(F)(F)F)n2)cc1	-14%	3%	2%	4%	-0.4%	-8%	-5%	i	-2%
COc1ccc(NS(=O)(=O)NC(=O)c2c(C)n(C)c3ccccc23)cc1	-4%	-4%	4%	13%	3.9%	-3%	4%	i	1%
Cc1c(C#N)c2ccccc2n1CC(=O)NCCc1c[nH]c2ccccc12	9%	-35%	1%	-17%	0.0%	3%	4%	i	0%
CC(C)(C)NC(=O)CSc1nnc(NC(=O)CCn2cnc3ccccc3c2=O)s1	-25%	-33%	-3%	-13%	-0.2%	?	-4%	i	2%
